GALK inhibitor = blocks human galactokinase activity. AID 1868. 270,000 tested, 0.007% active. Potency, µM (series often up to 57.5 µM), for inactives: at the top dose activity change, negative = inhibition, usual class: inhibitors. Purified GALK, Kinase-Glo residual ATP luminescence. P51570; also: potency is read from the fitted curve at half-maximal effect; % is scaled to controls: 0 for no effect and ±100 for the full control effect
Target sequence (P51570 whole entry, looked up): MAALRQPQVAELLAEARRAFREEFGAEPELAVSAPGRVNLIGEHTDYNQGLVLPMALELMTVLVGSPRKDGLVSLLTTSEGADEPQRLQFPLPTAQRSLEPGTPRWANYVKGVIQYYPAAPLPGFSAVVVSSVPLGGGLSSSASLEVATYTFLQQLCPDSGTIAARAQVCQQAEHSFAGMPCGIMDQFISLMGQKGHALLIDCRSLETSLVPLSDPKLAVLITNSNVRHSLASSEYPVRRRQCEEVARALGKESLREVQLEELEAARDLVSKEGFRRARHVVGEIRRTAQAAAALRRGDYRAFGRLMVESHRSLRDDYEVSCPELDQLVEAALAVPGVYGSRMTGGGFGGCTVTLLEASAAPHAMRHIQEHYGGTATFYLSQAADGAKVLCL
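Quantitative HTS: GALK 5 nM, ATP 35 uM, galactose 100 uM, 1 h room temperature, then luciferase-based ATP detection.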
Chronic BCR inh = chronic active BCR signaling inhibition. ABC-DLBCL IkBa-CBG/CBR reporter, luminescence ratio, 4 h. Potency, µM (titrated, usually from 46.1 µM), for the others: at the top dose ratio change, negative = lower green/red ratio, hits mostly inhibitors. 340,000 tested, 0.05% active. AID 493014; active = well fitted inhibition curve with a large enough effect in the signal ratio, with a control signal flat, not every such curve was filed as active; inconclusive = small, poorly fitted or top-dose-only effect, or effect the other way, or a change in a side signal; the % refers to the signal ratio;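 also: potency is read from the fitted curve at half-maximal effect; plate controls were basal doxycycline-induced cells for no effect and cells given 10 µM MG132 for full effect; MG132 reads +100%, hits lower the ratio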
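Doxycycline induced both beetle luciferases in TMD8 lymphoma cells; IKK-driven degradation limits the IkappaBalpha-fused green signal, while red luminescence normalises for cell number and nonspecific effects. Compounds tested up to 46 uM, 4 hrs.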
Giardia killer = kills Giardia lamblia; Giardia lamblia trophozoite viability; activity change, % at 7.66 µM, hits read low; 340,000 tested, 0.15% active; in the data active = activity change below about -80%; inconclusive = between about -30% and that limit;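 also: parasites exposed to compound for two days anaerobically before the ATP read; % is scaled to controls: 0 for no effect and ±100 for the full control effect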
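Trophozoites 100 cells/well + cpd; 48 hrs, 37 deg C, anaerobic. ATPLite 1-Step added, 15-30 min RT, luminescence read (ATP-based viability).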
FBPA coupling cs = coupling enzyme interference in Giardia aldolase counter-screen; coupling enzyme system counterscreen, AmpLite Red fluorescence; activity change, negative = inhibition, % at 58.2 µM, hits read low; 290,000 tested, 0.67% active; in the data active = activity change below about -30%; also: % is scaled to controls: 0 for no effect and ±100 for the full control effect
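Final compound at 57.5 uM, incubated 10 min at RT with coupling enzyme reagent (glyceraldehyde-3-phosphate), then 20 min with substrate and AmpLite Red detection. Fluorescence read at 525/598 nm; tests interference with the coupling assay, not aldolase inhibition.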
TSHR antag = antagonists of human thyroid stimulating hormone receptor; P16473; TSHR-expressing cells, TSH-stimulated cAMP HTRF, 2 h; stronger effect = lower value; activity change, negative = inhibition, % at 11.5 µM; 330,000 tested, 0.2% active; AID 504810;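 active = activity change below a set negative limit, meaning inhibition stronger than a set level, cut at about -70% in these data; inconclusive = activity change between two set negative limits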; also: % is scaled to controls: 0 for no effect and ±100 for the full control effect
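Competitive HTRF cAMP read-out (cryptate anti-cAMP antibody, cAMP-d2; 30 min, room temperature) in freshly harvested TSHR cells. Compounds added before TSH at EC80 (4nM final), followed by 2 hours' incubation at 37 deg C.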
AT treatment = candidate therapy for ataxia-telangiectasia; […] A-T fibroblasts, KAP-1 phosphorylation AlphaLISA; neocarzinostatin DNA damage 30 min before lysis; Potency, µM (titrated, usually from 57.5 µM), for inactives: at the top dose activation, most hits filed as activators; 320,000 tested, 0.19% active; also: potency is read from the fitted curve at half-maximal effect; % of control where 0% means no effect; nearly all actives have a fitted effect of over 45% in size
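hTERT-immortalized A-T patient fibroblasts ([…]), 500 cells/well in OPTI-MEM, 1% FBS, got compounds for 60 min, then NCS for 30 min at 37C. Lysates were then assayed for phospho-KAP-1 by AlphaLISA (anti-pKAP1 donor, anti-KAP1 acceptor beads), 6 hr at 25C.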
CXXC DNA block = blocks binding of human MLL CXXC domain to DNA; Q03164; MLL-CXXC / FITC-HOXA9 DNA fluorescence polarization; Potency, µM (titrated, usually from 115 µM), without a hit: top-dose activity change, negative = inhibition, usual class: inhibitors; 290,000 tested, 0.037% active; AID 2662; active = well fitted inhibition curve with a large enough effect in the polarisation, with a control signal flat, not every such curve was filed as active; inconclusive = small, poorly fitted or top-dose-only effect, or effect the other way, or a change in a side signal; inactive = no such curve, though single readings can be large or run the other way; the % refers to the polarisation; also: potency is read from the fitted curve at half-maximal effect
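Purified MLL-CXXC (added from a 7 uM solution) was preincubated 5 min at ambient with pinned compounds in 50 mM Tris-HCl pH 7.5, 50 mM NaCl, 1 mM DTT, 0.05% BSA. Fluorescein-labeled HOX-A9 DNA (50 nM solution) followed, 30 min, then polarization read.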
TCR act = activators of T cell receptors. primary human leukocytes, anti-CD3, IL-2 HTRF, 48 h. Potency, µM (highest dose often 9.22 µM), without a hit: top-dose activation of IL-2 secretion, hits mostly activators. 330,000 tested, under 10 active. AID 504894; also: % of control where 0% means no effect
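Readout: HTRF IL-2, Eu-cryptate/d2 antibody pair, 320nm excitation, 665nm emission. Stimulus: a-CD3 beads, no co-stimulation. Cells: primary human leukocytes. Exposure: 48 hr with compound.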
hERG WT inh = KCNH2 (human, wildtype) channel inhibition | 340,000 tested, 0.37% active | Q12809 | AID 720551 | activity change, % at 1.84 µM | U2OS, BacMam KCNH2, thallium flux FluxOr; stronger effect = lower value;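 active = maximum activity change below -70%; inconclusive = maximum activity change between -70% and -50%; inactive = maximum activity change above -50%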; also: % is scaled to controls: 0 for no effect and ±100 for the full control effect
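U2OS cells were transduced with wild-type KCNH2 virus (2.03 x 10^8 / mL) for 4 h at room temperature, then cultured overnight at 37 C. Thallium flux was read with FluxOr dye. Rate constants were normalized to DMSO controls.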
Tb PFK inh = T. brucei PFK enzyme inhibition. O15648. T. brucei PFK, ADP-Glo luminescence. Potency, µM (titrated, usually from 57.5 µM), without a hit: at the highest dose activity, negative = inhibition, usual class: inhibitors. 330,000 tested, 0.17% active;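 also: potency is read from the fitted curve at half-maximal effect; 0% = uninhibited 1x PFK enzyme wells and -100% = no-enzyme wells; nearly all actives have a fitted effect of over 60% in size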
Target sequence (O15648 whole entry, looked up): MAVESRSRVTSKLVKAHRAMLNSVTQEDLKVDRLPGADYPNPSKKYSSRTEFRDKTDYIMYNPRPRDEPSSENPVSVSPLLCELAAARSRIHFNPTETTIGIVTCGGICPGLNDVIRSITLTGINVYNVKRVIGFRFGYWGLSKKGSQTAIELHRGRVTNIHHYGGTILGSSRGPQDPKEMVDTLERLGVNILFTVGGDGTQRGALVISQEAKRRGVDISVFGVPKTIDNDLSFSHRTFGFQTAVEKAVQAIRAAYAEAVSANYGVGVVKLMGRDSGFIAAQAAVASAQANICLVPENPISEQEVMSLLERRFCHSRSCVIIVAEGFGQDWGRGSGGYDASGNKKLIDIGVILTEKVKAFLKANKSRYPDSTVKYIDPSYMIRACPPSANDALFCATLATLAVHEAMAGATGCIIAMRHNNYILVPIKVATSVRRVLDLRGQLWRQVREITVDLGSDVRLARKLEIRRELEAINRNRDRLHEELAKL
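PFK 1.25 nM, F6P 0.5 mM, ATP 0.1 mM, 0.1 M TEA pH 8.0, 5 mM MgCl2, 0.01% Tween20, 0.1% BSA; 45 min RT. ADP-Glo readout. qHTS titration up to 57 uM; curves fitted, compounds curve-classed.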
Active calls of the source: *; u = inconclusive; x = no result given; [ ] = dose if it differs, or a comment. Unless noted, calls follow the shape of the dose curve; as a rule, active = well fitted curve in the direction sought with a large enough effect; inconclusive = small, poorly fitted or top-dose-only effect, or another doubt; inactive = no such curve, though single readings can be large; an effect the other way counts as inactive or inconclusive.

SMILES	GALK inhibitor	Chronic BCR inh	Giardia killer	FBPA coupling cs	TSHR antag	AT treatment	CXXC DNA block	TCR act	hERG WT inh	Tb PFK inh
CCn1c(-c2ccc(F)cc2)cnc1SCC(=O)N1CCCCC1C (stereo not drawn)	1%	u	x	1	-8	4%	-2%	x	x	6%
COc1ccc(C(=O)NCCc2nnc3ccc(SCC(=O)N4CCOCC4)nn23)cc1	3%	2%	6	-2	28	-2%	1%	14%	-15	-3%
O=C(NC(=S)Nc1ccc2oc(=O)ccc2c1)c1ccccc1F	-2%	u	-10	5	-2	4%	-16%	0%	1	-2%
CC(=O)NNc1ncnc2c1cnn2-c1ccccc1	0%	u	9	2	-4	-5%	-2%	-2%	1	-3%
O=C(c1cnn2c(C(F)(F)F)cc(-c3cccs3)nc12)N1CCN(Cc2ccccc2)CC1	-1%	19%	10	3	-8	-3%	2%	1%[46.1 µM]	3	-6%
Cc1ccc2cc(CN(Cc3ccco3)C(=S)NCC3CCCO3)c(=O)[nH]c2c1C (stereo not drawn)	-2%	-8%	4	0	14	x	10%	4%[46.1 µM]	-1	3%
NS(=O)(=O)c1ccc(CCNC(=O)c2ccc(OCC3CCCO3)cc2)cc1 (stereo not drawn)	6%	-5%	-4	2	-2	6%	-4%	-1%	-9	-10%
Cc1ccc(S(=O)(=O)N2CCN(C(=O)CN3CCCC3)C2)cc1	2%	0%	-6	1	0	1%	3%	-3%	1	-4%
Cc1cccc(C(=O)Nc2ccc(NC(=O)Cc3ccc(Cl)cc3)cc2)c1	4%	0%	-6	4	4	6%	0%	-3%[46.1 µM]	-5	3%
CCCSc1nc(=O)n2cc(C)ccc2n1	1%	u	-7	-4	0	-7%	4%	-1%	4	-5%
CC(=O)c1ccc(OCCCC(=O)NC2CCC(C)CC2)cc1 (stereo not drawn)	-2%	-7%	-9	4	5	-1%	-3%	5%	3	2%
CCS(=O)(=O)N1N=C(c2cccc(NS(C)(=O)=O)c2)CC1c1ccc(C)cc1 (stereo not drawn)	0%	3%	3	3	3	2%	u	-3%	1	-8%

Some of these compounds in order of the Tb PFK inh value, rising:
canonical_smiles,GALK inhibitor,TSHR antag,CXXC DNA block,TCR act,Tb PFK inh
NS(=O)(=O)c1ccc(CCNC(=O)c2ccc(OCC3CCCO3)cc2)cc1 (stereo not drawn),6%,-2,-4%,-1%,-10%
CCS(=O)(=O)N1N=C(c2cccc(NS(C)(=O)=O)c2)CC1c1ccc(C)cc1 (stereo not drawn),0%,3,u,-3%,-8%
CC(=O)NNc1ncnc2c1cnn2-c1ccccc1,0%,-4,-2%,-2%,-3%
O=C(NC(=S)Nc1ccc2oc(=O)ccc2c1)c1ccccc1F,-2%,-2,-16%,0%,-2%
CC(=O)c1ccc(OCCCC(=O)NC2CCC(C)CC2)cc1 (stereo not drawn),-2%,5,-3%,5%,2%
Cc1ccc2cc(CN(Cc3ccco3)C(=S)NCC3CCCO3)c(=O)[nH]c2c1C (stereo not drawn),-2%,14,10%,4%[46.1 µM],3%

Returning to the listing, repeating the 4 entries before the break.
SMILES	GALK inhibitor	Chronic BCR inh	Giardia killer	FBPA coupling cs	TSHR antag	AT treatment	CXXC DNA block	TCR act	hERG WT inh	Tb PFK inh
Cc1cccc(C(=O)Nc2ccc(NC(=O)Cc3ccc(Cl)cc3)cc2)c1	4%	0%	-6	4	4	6%	0%	-3%[46.1 µM]	-5	3%
CCCSc1nc(=O)n2cc(C)ccc2n1	1%	u	-7	-4	0	-7%	4%	-1%	4	-5%
CC(=O)c1ccc(OCCCC(=O)NC2CCC(C)CC2)cc1 (stereo not drawn)	-2%	-7%	-9	4	5	-1%	-3%	5%	3	2%
CCS(=O)(=O)N1N=C(c2cccc(NS(C)(=O)=O)c2)CC1c1ccc(C)cc1 (stereo not drawn)	0%	3%	3	3	3	2%	u	-3%	1	-8%
CN(C)CCCNC(=O)N1c2ccccc2Sc2ccccc21	6%	-1%	-16	4	2	5%	4%	5%	6	-4%
Cc1csc(SC(C)C(=O)NCC2CCCO2)n1 (stereo not drawn)	x	-8%	8	x	-1	8%	x	5%	1	-8%
CN(C)P(=O)(Nc1cccc2ccccc12)Nc1cccc2ccccc12	x	-1%	0	x	-10	1%	x	-10%	-4	-3%
Cc1cc(C)cc(N(C(=O)c2cccs2)C2C=CS(=O)(=O)C2)c1 (stereo not drawn)	-3%	-2%	13	-8	-6	4%	14%	0%	3	-2%
COc1ccc(C2CC(c3cccs3)=NN2C(=O)CSc2nc(=O)n3ccccc3n2)cc1 (stereo not drawn)	x	5%	6	x	-3	x	x	-1%	24	6%
COc1ccc(C(=O)C2CCCN(C(=O)Cn3cncn3)C2)cc1OC (stereo not drawn)	-6%	5%	2	-2	4	-8%	11%	9%	-4	-2%
CC(=O)Nc1ccc(S(=O)(=O)NCC2CCC(C(=O)NCCCN3CCCC3=O)CC2)cc1 (stereo not drawn)	-4%	1%	1	4	7	4%	4%	-1%	-6	-2%
CCCn1nc(C(=O)NNC(=O)CCCOc2ccc(OC)cc2)c2ccccc2c1=O	x	-8%	-5	x	-8	0%	x	1%	3	-1%
C/C(=N\NC(=O)c1c(Cl)c(C)nn1C)c1cccc(NC(=O)C2CCCC2)c1	-4%	u	-8	1	9	-8%	1%	x	23	1%
Cc1ccc(S(=O)(=O)N(CC(O)CN2CCCCC2)c2cccc([N+](=O)[O-])c2)cc1 (stereo not drawn)	2%	-1%	-13	-1	-10	-5%	3%	1%	9	3%
CC(C)CCNC(=O)CN(C)S(=O)(=O)c1cccc2nsnc12	3%	-5%	-4	2	-3	-5%	-11%	-5%	-6	3%
O=C(CCC1CCCC1)Nc1ccc([N+](=O)[O-])cn1	1%	u	9	0	1	2%	-1%	-12%[46.1 µM]	9	-2%
COc1cc2cc(CN(C(=O)Nc3ccccc3)C3CCCC3)c(=O)[nH]c2cc1OC	2%	u	-3	0	-8	12%	1%	-1%	10	-1%
CCCc1ccc(S(=O)(=O)N(C)S(=O)(=O)c2ccc(F)cc2)cc1	-2%	16%	-12	-2	7	7%	10%	1%	-8	2%
COC(=O)C1=C(C)N=C2SC(C#N)=C(N)N2C1c1ccc(OC)cc1 (stereo not drawn)	-1%	0%	-5	3	3	2%	-3%	1%	-5	-3%
CC(=O)c1ccccc1OCCn1nc(C(=O)O)c2ccccc2c1=O	15%	10%	-6	4	2	9%	-5%	12%	7	0%
O=C(c1cccc(-n2cccc2)c1)N1CCN(S(=O)(=O)c2ccc(F)cc2)CC1	6%	1%	-6	1	3	10%	u	6%	-29	-2%
CCCNc1ncnc2c1cnn2-c1ccc(OC)cc1	1%	u	x	-2	-7	6%	6%	x	x	-1%
Cc1cc(COc2ccccc2)oc1C(=O)O	-3%	u	7	6	7	-6%	-6%	-3%	-18	-1%
CCCNC(=O)[C@@H]1CCCN1C(=O)[C@@H]1Cc2ccccc2CN1	-3%	-2%	6	0	3	-11%	8%	-146%	4	-1%
CC(C)[C@H](NS(=O)(=O)c1cccc(C(F)(F)F)c1)C(=O)OCC(N)=O	1%	4%	21	3	-7	-5%	4%	-3%	-8	4%
Fc1ccc(NC(=S)N2CCN(c3cccc(C(F)(F)F)c3)CC2)cc1	x	-1%	-24	0	-9	-4%	12%	8%[46.1 µM]	-3	0%
Nc1c(S(=O)(=O)c2cccs2)c2nc3ccccc3nc2n1CCc1ccccc1	-1%	u	x	-17	-2	8%	12%	x	x	8%
C[C@@H](C(=O)Nc1nccs1)N1C(=O)C2CC=CCC2C1=O (stereo partly drawn)	x	-1%	13	x	-11	7%	x	-21%	-1	7%
COc1ccc(CCN(C)C2CCCN(S(C)(=O)=O)C2)cc1OC (stereo not drawn)	0%	0%	3	1	-2	2%	u	x	8	2%
CCNC(=S)NN=C1CCC(C(C)(C)C)CC1 (stereo not drawn)	1%	u	5	0	5	x	-16%	-44%	1	-1%
CC(=O)Nc1ccccc1OC(C)C(=O)NC(C)c1ccc(F)cc1 (stereo not drawn)	0%	2%	-12	3	5	-8%	4%	6%[46.1 µM]	1	1%
FC(F)(F)c1cccc(-c2ccn3ncnc3n2)c1	8%	-5%	-19	0	-8	-2%	3%	1%	-2	-8%
Cc1cccn2c(CN[C@@H]3CCCC[C@H]3c3ccccc3)c(C(=O)N3CCOCC3)nc12	-1%	-1%	7	0	-4	-5%	-6%	4%	-10	-4%
COc1cc2nc(CN3CCOCC3)n(CC(=O)NCC(F)(F)F)c(=O)c2cc1OC	0%	-2%	-22	-3	-1	-7%	-3%	-4%	-29	-11%
COCCN(C(=O)c1cccc(-n2cnnn2)c1)c1c(N)n(CC(C)C)c(=O)[nH]c1=O	x	3%	-11	x	-4	-6%	x	-6%	1	0%
